# Bioassay records deposited in PubChem by National Center for Advancing Translational Sciences (NCATS).
# G9a inh: qHTS Assay for Inhibitors of Histone Lysine Methyltransferase G9a; Histone-lysine N-methyltransferase EHMT2 (Homo sapiens), Q96KQ7; AID 504332, 2011; Potency, µM (series often up to 102 µM), for the others: at the highest dose activity, negative = inhibition, usual class: inhibitors; G9a H3K9 monomethylation, AlphaScreen, 2 h; actives 8.8% (n = 350,000); note: potency is the fitted concentration of half-maximal effect; % is set by controls: 0 for no effect and ±100 for the full control effect; nearly all actives have a fitted effect of over 75% in size
# Target sequence (Q96KQ7 913-1193 limits assumed): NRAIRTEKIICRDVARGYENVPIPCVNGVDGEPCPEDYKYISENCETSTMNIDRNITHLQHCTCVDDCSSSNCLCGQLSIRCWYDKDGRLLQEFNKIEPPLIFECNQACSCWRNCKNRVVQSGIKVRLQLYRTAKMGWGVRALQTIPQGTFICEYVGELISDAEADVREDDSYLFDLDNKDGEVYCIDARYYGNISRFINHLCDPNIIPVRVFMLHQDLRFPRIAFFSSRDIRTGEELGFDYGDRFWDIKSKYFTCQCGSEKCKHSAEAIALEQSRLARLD
#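 AlphaScreen read-out: biotin-H3K9 peptide (500 nM) methylation by 20 nM enzyme with 20 uM SAM, 2 h at room temperature after 15 min compound preincubation; anti-monomethyl H3K9 antibody plus donor/acceptor beads, 10 min dark.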
# HP1b binding inh: HTS for Inhibitors of HP1-beta Chromodomain Interactions with Methylated Histone Tails. Chromobox protein homolog 1 (Homo sapiens), P83916. AlphaScreen HP1-beta / biotin-H3K9me3 peptide binding. Potency, µM (top dose mostly 114 µM), without a hit: top-dose activity change, negative = inhibition, most hits filed as inhibitors. actives 0.56% (n = 390,000). AID 540317, 2011; note: potency is the fitted concentration of half-maximal effect; nearly all actives have a fitted effect of over 70% in size; inactives centre near 23
#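 Compound inhibition of the preformed complex between 50 nM HP1-beta and 50 nM biotinylated H3K9me3 peptide was read by AlphaScreen. Buffer was PBS pH 7.4 with 0.01% Tween-20. Incubations ran 30 min at room temperature, with 10 ug/mL donor/acceptor beads.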
# GLS inh: qHTS for Inhibitors of Glutaminase (GLS); AID 624170, 2012; GLS enzymatic activity, qHTS titration; Potency, µM (series often up to 45.5 µM), inactives show top-dose activity change, negative = inhibition, usual class: inhibitors; Glutaminase kidney isoform, mitochondrial (Homo sapiens), O94925; actives 0.21% (n = 410,000); note: potency is the fitted concentration of half-maximal effect; % is set by controls: 0 for no effect and ±100 for the full control effect
#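 Glutamate formation by hKGA was monitored fluorometrically using coupled glutamate oxidase, HRP and Amplex Red. Substrate was added as 1 mM L-glutamine solution; incubation was 30 min at RT after an initial read.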
# PI4K2A block: qHTS for small molecular inhibitors of PI4K2A; Phosphatidylinositol 4-kinase type 2-alpha (Homo sapiens), Q9BTU6; purified PI4K2A, ADP-Glo luminescence, 1 h; hits give low values; activity change, negative = inhibition, % at 76.9 µM; actives 0.13% (n = 420,000); AID 1346378, 2018; in the data active = activity change below about -50%; inconclusive = mostly about -30% to -49%;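 note: -100% = wells without enzyme as full effect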
#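 In this quantitative HTS, ADP production by PI4K2A was quantified luminescently after 1 h at ambient temperature; 100 microM adenosine served as plate-quality control.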
# ERG-DNA inh: qHTS for Small Molecule Inhibitors of the ERG Ets/DNA interaction | Potency, µM (series often up to 76.9 µM), inactives show at the highest dose FP activity, negative = inhibition, hits mostly inhibitors | AID 624246, 2012 | fluorescence polarization, His-ERG Ets domain / labelled DNA | actives 0.028% (n = 370,000); active = well fitted inhibition curve with a large enough effect in the polarisation, with a control signal flat; inconclusive = small, poorly fitted or top-dose-only effect, or effect the other way, or a change in a side signal; inactive = no such curve, though single readings can be large or run the other way; the % refers to the polarisation;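 note: polarization taken with two DNA probes labelled with fluorescein and Texas red; potency is the fitted concentration of half-maximal effect; % of control where 0% means no effect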
# Target sequence (P11308 whole entry, looked up, the tested form may be a part): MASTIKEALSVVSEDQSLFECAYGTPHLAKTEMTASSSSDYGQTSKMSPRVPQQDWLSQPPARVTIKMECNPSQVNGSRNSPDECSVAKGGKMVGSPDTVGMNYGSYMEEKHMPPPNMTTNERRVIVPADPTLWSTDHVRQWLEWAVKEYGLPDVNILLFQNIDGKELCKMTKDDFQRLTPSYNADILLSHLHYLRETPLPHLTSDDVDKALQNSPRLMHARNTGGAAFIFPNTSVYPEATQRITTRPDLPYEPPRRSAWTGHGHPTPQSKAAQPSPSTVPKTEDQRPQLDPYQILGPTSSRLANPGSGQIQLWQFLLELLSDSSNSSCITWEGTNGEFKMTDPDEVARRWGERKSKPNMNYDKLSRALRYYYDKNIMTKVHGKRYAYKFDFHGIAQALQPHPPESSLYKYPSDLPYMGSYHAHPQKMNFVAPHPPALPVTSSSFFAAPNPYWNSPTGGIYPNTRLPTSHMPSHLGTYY
#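 His-tagged ERG Ets domain (1 uM in the protein solution; 300mM KCl, 50mM Tris-HCl, 1mM EDTA, 1mM DTT, pH 7.5) received compound, then a probe mix of 5 nM fluorescein-DNA and 100nM Texas-615-DNA. Fluorescence polarization was read for both dyes.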
# RGS4 inh: Inhibitors of Regulator of G Protein Signaling (RGS) 4: qHTS | Transcreener GDP fluorescence polarization, RGS4-accelerated GTP hydrolysis | actives 0.039% (n = 390,000) | Regulator of G-protein signaling 4 (Homo sapiens), P49798 | Potency, µM (top dose mostly 114 µM), inactives show at the top dose activity change, negative = inhibition, most hits filed as inhibitors | AID 504845, 2011; note: potency is the fitted concentration of half-maximal effect; % is set by controls: 0 for no effect and ±100 for the full control effect; nearly all actives have a fitted effect of over 75% in size; some results filed as inactive show a strong effect at the top dose
# Target sequence (P49798 whole entry, looked up): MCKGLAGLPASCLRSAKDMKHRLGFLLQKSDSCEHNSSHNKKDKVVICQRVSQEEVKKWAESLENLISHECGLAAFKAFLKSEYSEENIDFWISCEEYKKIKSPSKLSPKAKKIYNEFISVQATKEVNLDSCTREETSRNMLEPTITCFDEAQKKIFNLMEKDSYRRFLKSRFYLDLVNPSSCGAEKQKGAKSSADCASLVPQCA
#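 MLSMR compounds (23 nl, pin-transferred) preincubated 10 min at room temperature with a 500nM (2x) first reagent, then RGS4 at 900nM (2x) plus Transcreener GDP mix added; fluorescence polarization (620/688 nm) read before and after 90 min at 30 °C.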
# BAZ2B block: qHTS Assay for Inhibitors of BAZ2B. AlphaScreen BAZ2B-H3K14Ac peptide displacement. Bromodomain adjacent to zinc finger domain protein 2B (Homo sapiens), Q9UIF8. Potency, µM (series often up to 114 µM), without a hit: at the top dose activity change, negative = inhibition, usual class: inhibitors. actives 4.4% (n = 360,000); note: potency is the fitted concentration of half-maximal effect; % is set by controls: 0 for no effect and ±100 for the full control effect; nearly all actives have a fitted effect of over 60% in size
#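 Multi-concentration screen (max 110 uM) measuring displacement of acetylated histone H3 peptide from BAZ2B by AlphaScreen, using 50 nM protein, 50 nM peptide and 10 ug/mL streptavidin donor plus Ni-chelate acceptor beads.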
# JMJD2A Tudor: qHTS Assay for Inhibitors of JMJD2A-Tudor Domain | AlphaScreen JMJD2A-Tudor / H3K4me3 peptide binding | Potency, µM (highest dose often 114 µM), for inactives: top-dose activity change, negative = inhibition, actives largely listed as inhibitors | actives 4.4% (n = 390,000); note: potency is the fitted concentration of half-maximal effect; % is set by controls: 0 for no effect and ±100 for the full control effect; nearly all actives have a fitted effect of over 50% in size
# 12-LOX inh: Primary qHTS assay for inhibitors of human arachidonate 12S-lipoxygenase (ALOX12): Round 2; Polyunsaturated fatty acid lipoxygenase ALOX12 (Homo sapiens), P18054; purified 12hLO, xylenol orange hydroperoxide absorbance; Potency, µM (top dose mostly 108 µM), for inactives: at the top dose activity change, negative = inhibition, most hits filed as inhibitors; actives 1.1% (n = 580,000); note: potency is the fitted concentration of half-maximal effect; % is set by controls: 0 for no effect and ±100 for the full control effect
#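 Hydroperoxide product was detected by ferrous iron/xylenol orange as the 573 to 405 nm absorbance ratio. Arachidonic acid at 40 uM (final) was turned over for 30 min at room temperature by 150 nM human 12hLO, pH 7.0 Hepes buffer, after 15 min compound preincubation.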
# * = called active by the depositor; ? = inconclusive; nt = no result given; & = joins results of further samples; [ ] = remark or other dose. Unless noted, calls come from the whole dose curve; as a rule, active = well fitted curve in the direction sought with a large enough effect; inconclusive = small, poorly fitted or top-dose-only effect, or another doubt; inactive = no such curve, though single readings can be large; an effect the other way counts as inactive or inconclusive. Some of the compounds tested; rates above refer to the full screens.
SMILES,G9a inh,HP1b binding inh,GLS inh,PI4K2A block,ERG-DNA inh,RGS4 inh,BAZ2B block,JMJD2A Tudor,12-LOX inh
COC(=O)[C@H](Cc1ccccc1)NC(=O)NCCc1ccc(F)cc1,nt,16%,-2%,-1,1%,-6%,0%,7%,303%[activator]
CC1CCc2c(sc3nnn(Cc4ccccc4Cl)c(=O)c23)C1 (stereo unspecified),69%[activator][59 µM],68%[activator],8%,1,2%,11%,48%[activator],43%[activator],-21%
COc1ccc(/C=N/Nc2nnc(Cc3ccc(OC)c(OC)c3)c(=O)[nH]2)cc1,?,32%,3%,4,3%,-11%,?,-30%,-15%
Cc1cccc(NC(=O)COc2ccc(Br)cc2/C=N/O)c1,32%,23%,11%,4,-7%,-11%,25%,-20%,-22%
Cn1ncc2c(N3CCN(c4ccc(Cl)c(Cl)c4)CC3)ncnc21,-16%[59 µM],19%,-13%,-2,-1%,10%,-3%,-11%,-10%
CCOCCCn1cnc2c(c1=O)c1nc3ccccc3nc1n2-c1ccccc1,nt,27%,-2%,-4,15%,12%,2%,-11%,-5%
O=C(O)c1cc(-c2ccccc2)n(-c2ccccc2C(=O)O)n1,?,-4%,15%,-3,-3%,3%,12%,28µM*,0%
CCC(C)c1ccc(O)c(NC(=O)c2cncc(Br)c2)c1 (stereo unspecified),5%[59 µM],17%,-4%,1,nt,-11%,2%,-19%,-24%
CCn1c(N)c(C(=O)NC2CCCCC2)sc1=S,?,-24%,-20%,-1,-3%,-17%,?,?,-19%
Cc1ccc(C2=NN(C(=S)Nc3ccccc3)C(c3ccco3)C2)cc1 (stereo unspecified),13%[0.501 µM],6%,4%,0,13%,-9%,?,-30%,0%
O=C(Nc1ccc(CN2CCOCC2)cc1)c1cc(Cl)ccc1Cl,23%[59 µM],18%,-2%,6,-8%,12%,-2%,9%,14%
CC(=O)c1cnc(Nc2cccc(Cl)c2Cl)s1,20%,6%,-2%,2,11%,-19%,-16%,-14%,5%
O=c1[nH]c(COc2ccc(Br)cc2Cl)nc2ccccc12,?,23%,5%,-3,11%,9%,-5%,-15%,379%[activator]
CCCN(C(=O)c1c(C)oc2ncnc(N3CCOCC3)c12)c1ccc(Cl)c(Cl)c1,3%[59 µM],24%,-6%,1,-10%,6%,3%,2%,-27%
Cc1ccc(S(=O)(=O)N(CC(=O)NCc2ccco2)c2ccccc2C)cc1,-18%,54%[activator],-5%,-3,0%,-25%,-31%,-14%,-32%
CC(C)NC(=O)C1CCN(Cc2cccc(Oc3ccccc3)c2)CC1,nt,?,-4%,7,6%,2%,?,22µM*,?
CCn1c(SCC(=O)NCc2ccccc2)nnc1-c1c[nH]c2ccccc12,19%[2.33 µM],23%,14%,6,4%,8%,5%,-13%,27%
CCCCCSc1nnc2c(n1)OC(C)N(C(C)=O)c1ccccc1-2 (stereo unspecified),?,15%,-1%,6,10%,13%,17%,-18%,-19%
Cc1cc(NC(=O)C2CC(=O)N(c3ccccc3)C2)no1 (stereo unspecified),27%[59 µM],24%,2%,-2,-2%,11%,-6%,12%,-17%
COc1ccc(NC(=S)Nc2ccc(OC)cc2OC)c(OC)c1,4µM*,-10%,14%,0,-2%,-10%,-13%,-6%,?
COC(=O)C1=C(C)NC(=S)NC1c1ccc(OC(=O)c2ccco2)cc1 (stereo unspecified),2%,29%,26%,-1,5%,-26%,-30%,-7%,27%
O=C(COc1ccc(Cl)cc1)NCCc1csc(-c2ccc(C(F)(F)F)cc2)n1,6%[59 µM],29%[57 µM],4%,-2,7%,1%,0%,-3%,?
Cc1cc(NC(=O)c2cccs2)ncc1NC(=O)c1cccc(F)c1,7%,56%[activator],-3%,-4,-7%,1%[11.4 µM],-33%,-10%,-15%
CS(=O)(=O)Nc1cccc(C2=NN(S(=O)(=O)c3ccccc3)C(c3cccs3)C2)c1 (stereo unspecified),16%[59 µM],11%,-2%,3,-9%,-3%,5%,-30%,1%
O=C1CCCCN1CCC(=O)N1CCCC(Nc2ccc(F)c(F)c2)C1 (stereo unspecified),nt,34%,13%,5,-1%,-3%,-6%,1%,-5%

# Full records from above. Order of values: G9a inh	HP1b binding inh	GLS inh	PI4K2A block	ERG-DNA inh	RGS4 inh	BAZ2B block	JMJD2A Tudor	12-LOX inh
# CCn1c(N)c(C(=O)NC2CCCCC2)sc1=S across the screens: ?	-24%	-20%	-1	-3%	-17%	?	?	-19%
# COc1ccc(/C=N/Nc2nnc(Cc3ccc(OC)c(OC)c3)c(=O)[nH]2)cc1 across the screens: ?	32%	3%	4	3%	-11%	?	-30%	-15%
# COC(=O)[C@H](Cc1ccccc1)NC(=O)NCCc1ccc(F)cc1 across the screens: nt	16%	-2%	-1	1%	-6%	0%	7%	303%[activator]

# Further structures.
SMILES,G9a inh,HP1b binding inh,GLS inh,PI4K2A block,ERG-DNA inh,RGS4 inh,BAZ2B block,JMJD2A Tudor,12-LOX inh
COc1ccccc1CC(O)CC1c2c(cc3c(c2OC)OCO3)CCN1C (stereo unspecified),nt,11%,4%,0,-8%,16%,nt,-15%,-2%
Cn1c(=O)[nH]c(=O)c2c1nc(CN1CCOCC1)n2CCCc1ccccc1,-7%,40%[activator],0%,2,4%,-18%,-5%,-2%,20%
CC1CCCC(NC(=O)COC(=O)CCc2ccccc2)C1C (stereo unspecified),28%,50%[activator],7%,-3,-2%,-8%,10%,-4%,3%
O=C(CNC(=O)N1CC(=O)Nc2ccccc21)Nc1cc(Cl)ccc1Cl,0%[59 µM],20%,-6%,3,0%,-30%,-19%,?,0%
Cc1cc(C(=O)Nc2sc3c(c2C#N)CCCC3)no1,7.1µM*,-18%,-4%,2,-2%,-38%,10%,-19%,35µM*
O=C(Nc1cccc(C(F)(F)F)c1)c1cc(Br)cc2c1OCC2,-4%,16%,0%,1,0%,-8%,0%,-7%,73%[activator]
CC(=O)c1ccc(NC(=O)C2=CC(c3cccs3)=NS(=O)(=O)N2C)cc1,-22%,1%&29%,7%&8%,0&-3,0%&8%,26%&-2%,-36%&-17%,?,23%&-29%
Nc1cccc(-c2cn3cc(C(F)(F)F)cc(Cl)c3n2)c1,7%[59 µM],2%,10%,-11,5%,-19%,5%,-24%,-7%
Cc1ccc(C)c(NC(=O)CSc2nnc(CNC(=O)c3cccs3)o2)c1,2%,50%[activator],1%,-1,-2%,1%[11.4 µM],3%,-5%,0%
CC(=O)NS(=O)(=O)c1ccc(NC(=S)NC(=O)c2ccco2)cc1,nt,57%[activator],31%[activator],4,-22%,-15%,5%,-18%,?
CCOC(=O)c1nn(-c2ccc(F)cc2)c(=O)cc1OCC(=O)Nc1cccc(C)c1,?,0%,7%,2,7%,13%,-2%,-5%,13%
CCOc1ccc(C(C)NC(=S)NCc2ccc(F)cc2)cc1 (stereo unspecified),nt,41%[activator],4%,0,4%,2%,-28%,-5%,?
COc1ccccc1NC(=O)c1ccccc1S(=O)(=O)c1ccccc1[N+](=O)[O-],?,-2%,16%,1,18%,17%[11.4 µM],-33%,?,-17%
Cc1cc(C)c(NC(=O)c2ccc(S(=O)(=O)N(C)C)cc2)c(C)n1,-10%[59 µM],35%,-4%,0,nt,-22%,-3%,-6%,15%
CC1CCc2c(sc(NC(=O)CN3CCN(C(=O)c4ccco4)CC3)c2C#N)C1 (stereo unspecified),26%[59 µM],14%,-31%,4,-3%,-24%,3%,-4%,11%
CCC(C)NC(=O)COc1ccc(Br)c(C)c1 (stereo unspecified),23%[12.7 µM],32%,0%,-4,-12%,-11%,0%,5%,-20%
CCN1C(=O)/C(=C\c2ccco2)C(C(=O)OC)=C1C,?,-14%,?,-4,10%,-8%,?,?,-10%
CC1=NN(c2ccc(C)c(C)c2)C(=O)/C1=C\C=C\c1ccc([N+](=O)[O-])o1,?,?,3%,?,29%,-36%,?,?,?
COc1cccc(Oc2coc3cc(OC(=O)N4CCOCC4)ccc3c2=O)c1,7%,18%[57 µM],13%,0,14%,15%,-17%,-16%,-1%
Cc1ccc(C(=O)CN2C(=O)NC3(CCCCCC3)C2=O)c(C)c1,-3%[12.7 µM],34%,2%,3,0%,7%,8%,-1%,-4%
CCn1c(-c2cccnc2Cl)nc2cc(Cl)c(Cl)cc21,-32%[59 µM],22%,-3%,0,7%,-26%,4%,-3%,-13%
O=C(COc1ccccc1)Nc1ccc(OCc2cc(=O)n3ccsc3n2)cc1,-2%[59 µM],50%[activator],-1%,2,1%,-3%,-2%,-14%,0%
O=C(Nc1cccc2ccccc12)OCc1cncs1,nt,42%[activator],0%,1,6%,10%,1%,-7%,6%
Cc1onc(-c2ccccc2)c1CNS(=O)(=O)c1ccccc1,-10%,32%,-5%,-2,3%,-4%,0%,-13%,0%
CCOc1ccccc1NC(=O)C(=O)NCCc1sc2nc(-c3ccc(OC)cc3)nn2c1C,8%[59 µM],35%,3%,7,0%,-14%,6%,8%,-4%
